TDP43 rescue: qHTS of TDP-43 Inhibitors; TDP-43 expressing yeast growth rescue, BacTiter-Glo, 24 h; Potency, µM (titrated, usually from 46.1 µM), inactives show at the top dose growth rescue (activation), actives largely listed as activators; 1.8% of 410,000 active; AID 652104, 2013; further: potency means the concentration at half of the fitted maximal effect; % of control where 0% means no effect; nearly all actives have a fitted effect of over 50% in size
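Galactose-induced TDP-43 yeast, OD600=0.02, compound pinned; 24 hr, 30 deg C; BacTiter-Glo luminescence for growth. Inhibitors of TDP-43 toxicity read as activators.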
EPAC2 antagonist: qHTS for Antagonist of cAMP-regulated guanine nucleotide exchange factor 2 (EPAC2): primary screen. Rap guanine nucleotide exchange factor 4 (Homo sapiens), Q8WZA2. EPAC2 GEF exchange of Rap1B-BODIPY-GDP, fluorescence. Potency, µM (titrated, usually from 114 µM), for inactives: at the highest dose activity, negative = inhibition, usual class: inhibitors. 0.18% of 360,000 active; further: potency means the concentration at half of the fitted maximal effect; on the % scale 0 is the no-effect control and ±100 the full control effect; nearly all actives have a fitted effect of over 45% in size; many of its hits are not listed in these tables
Target sequence (Q8WZA2 whole entry, looked up): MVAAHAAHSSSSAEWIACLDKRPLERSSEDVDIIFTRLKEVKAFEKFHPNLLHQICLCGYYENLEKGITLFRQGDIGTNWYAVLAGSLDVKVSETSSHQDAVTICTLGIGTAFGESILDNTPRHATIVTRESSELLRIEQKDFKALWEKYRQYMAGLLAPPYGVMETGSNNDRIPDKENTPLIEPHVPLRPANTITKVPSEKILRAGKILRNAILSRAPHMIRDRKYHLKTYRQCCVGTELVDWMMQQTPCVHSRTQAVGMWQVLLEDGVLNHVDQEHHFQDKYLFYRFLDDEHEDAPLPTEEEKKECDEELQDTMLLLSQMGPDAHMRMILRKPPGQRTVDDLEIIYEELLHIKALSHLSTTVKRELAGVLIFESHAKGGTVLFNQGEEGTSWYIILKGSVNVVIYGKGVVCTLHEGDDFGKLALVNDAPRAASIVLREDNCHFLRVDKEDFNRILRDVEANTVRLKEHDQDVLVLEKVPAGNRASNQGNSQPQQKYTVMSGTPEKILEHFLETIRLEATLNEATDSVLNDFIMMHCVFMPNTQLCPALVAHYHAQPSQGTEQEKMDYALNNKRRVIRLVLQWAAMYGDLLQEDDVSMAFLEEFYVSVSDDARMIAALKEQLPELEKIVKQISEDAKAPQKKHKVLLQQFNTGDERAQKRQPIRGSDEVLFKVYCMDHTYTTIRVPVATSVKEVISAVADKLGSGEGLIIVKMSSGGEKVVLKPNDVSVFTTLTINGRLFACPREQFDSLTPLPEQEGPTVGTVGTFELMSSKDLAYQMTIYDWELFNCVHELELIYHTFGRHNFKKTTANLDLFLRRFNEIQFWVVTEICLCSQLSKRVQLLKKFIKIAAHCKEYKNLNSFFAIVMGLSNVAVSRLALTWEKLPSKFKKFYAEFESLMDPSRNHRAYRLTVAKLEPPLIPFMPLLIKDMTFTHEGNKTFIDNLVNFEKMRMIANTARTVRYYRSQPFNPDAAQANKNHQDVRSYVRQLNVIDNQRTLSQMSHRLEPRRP
aSyn rescue: qHTS of alpha-syn Inhibitors; Potency, µM (titrated, usually from 46.1 µM), without a hit: at the highest dose growth rescue (activation), usual class: activators; Yeast expressing alpha-synuclein, growth rescue, BacTiter-Glo, 24 h; 0.14% of 370,000 active; further: potency means the concentration at half of the fitted maximal effect; % of control where 0% means no effect; nearly all actives have a fitted effect of over 65% in size
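Galactose-induced alpha-syn yeast (OD600=0.02, raffinose-pregrown) + pinned cpd, 24 hr, 30 deg C; growth by BacTiter-Glo luminescence. Growth restoration scores as activation.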
EPAC2 agonist: qHTS for Agonist of cAMP-regulated guanine nucleotide exchange factor 4 (EPAC2): primary screen | Rap guanine nucleotide exchange factor 4 (Homo sapiens), Q8WZA2 | EPAC2 activation, biochemical qHTS; response scale: 100% = 6.5 mM cAMP response | Potency, µM (doses to about 154 µM), for inactives: at the top dose activation, hits mostly activators | 0.079% of 360,000 active; further: potency means the concentration at half of the fitted maximal effect; nearly all actives have a fitted effect of over 50% in size
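Exchange assay: 100 nM EPAC2 with 250 nM Rap1B-BODIPY-GDP and 50 uM GDP. Fluorescence (ex 480/em 540 nm) read every 5 min for 30 min at room temperature. Data normalized to 6.5 mM cAMP as agonist control.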
D3 ag: qHTS of D3 Dopamine Receptor Agonist: qHTS. D(3) dopamine receptor (Homo sapiens), P35462. max activation, %. 0.58% of 410,000 active. D3R DiscoveRx beta-arrestin cells, luminescence, 90 min; in the data active means max activation above about 30%; further: 0% is about no effect; mostly tested at two doses, the higher about 12 µM
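Agonist-mode cell screen: cells plated at 1500/well and incubated overnight at 37 °C, then exposed to library compounds for 90 min at 37 °C. Detection reagent was added for 30–60 min at room temperature, and luminescence was read.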
FUS suppressor: qHTS for Suppressors of FUS Proteinopathy: Primary screen using FUS-linked yeast assay; AID 1347120, 2019; S. cerevisiae FUS-expressing, growth rescue, OD600, 24 h; Potency, µM (top dose mostly 76.6 µM), for the others: top-dose growth rescue (activation), usual class: activators; 0.24% of 390,000 active;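 further: potency means the concentration at half of the fitted maximal effect; plate controls were DMSO vehicle for no effect and reference control for full effect; nearly all actives have a fitted effect of over 55% in size; some results filed as inactive show a strong effect at the top dose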
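Read-out: OD at 600 nm after 24hr at 30C, reporting rescue of FUS-induced yeast toxicity. Cells at OD 0.005 in galactose (2%) minimal medium; compounds tested in a dilution series; CP55940 titration from 92uM final as control.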
Abeta yeast res: qHTS for compounds that reverse cellular toxicity of Amyloid beta (A-beta) peptide in yeast: Primary Screen; yeast expressing A-beta42, growth rescue, OD600, 48 h; response scale: 0% DMSO, 100% iron-clioquinol control; Potency, µM (titrated, usually from 46.1 µM), for the others: at the highest dose growth rescue, hits mostly activators; 0.063% of 410,000 active; further: potency means the concentration at half of the fitted maximal effect; nearly all actives have a fitted effect of over 55% in size
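Growth rescue measured by 600 nm absorbance after 48 h yeast culture at 30 C with compound. Values normalized between DMSO and an equimolar ferric chloride plus clioquinol control.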
DRD3 antagonist: qHTS of D3 Dopamine Receptor Antagonist: qHTS | D(3) dopamine receptor (Homo sapiens), P35462 | D3R cells, DiscoveRx beta-arrestin luminescence, antagonist mode; active compounds read low | max response, negative = inhibition, % | 2.5% of 360,000 active | AID 652054, 2013; in the data active means max response below about -50%; inconclusive means no clear call, values can overlap the other calls; further: on the % scale 0 is the no-effect control and ±100 the full control effect; mostly tested at two doses, the higher about 12 µM
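Cells plated overnight at 1500 cells/well, then exposed to library compounds with dopamine controls for 90 minutes at 37 degrees C. DiscoveRx reagent added for 30–60 minutes at room temperature; luminescence read, quantitative HTS format.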
Starred values were filed as active, the others as inactive; ? = inconclusive; · = no result given; [ ] = another dose, or the depositor's remark. Unless noted, the call rests on the fitted dose curve; in most records, active means well fitted curve in the direction sought with a large enough effect; inconclusive means small, poorly fitted or top-dose-only effect, or another doubt; inactive means no such curve, though single readings can be large; an effect the other way counts as inactive or inconclusive.

smiles	FUS suppressor	EPAC2 agonist	EPAC2 antagonist	DRD3 antagonist	TDP43 rescue	D3 ag	Abeta yeast res	aSyn rescue
Cc1cccc(NC(=O)c2oc3ccc(S(=O)(=O)N4CCC5(CC4)OCCO5)cc3c2C)c1C	?	·	·	·	4%	3	10%	·
N#CC1(Nc2cccc(Cl)c2)CCCC1	-13%	8%	-5%	-9	-15%	-4	2%	-8%
COc1ccc(NCCc2ccccn2)cc1	-12%	9%	-2%	1	2%	-8	-5%	0%
C(=C\c1cc(/C=C/c2ccccc2)ncn1)/c1ccccc1	-5%	-4%	-7%	2	4%	-5	1%	-3%
COc1ccc(NC(=O)N2CCC(Cc3ccccc3)CC2)cc1	-3%	22%	7%	-18	4%	-11	-4%	-8%
COc1ccc(C(C(=O)NCc2ccccc2)N(C(=O)c2snc(C(N)=O)c2N)c2ccccc2OC)cc1 (stereo not given)	37%	-10%	0%	-7	-6%	-14	-23%	0%
Cc1ccc(S(=O)(=O)N2C[C@@H](C)[C@]3(C2)[C@H](O)[C@H](OC(=O)NCc2ccccc2F)C[C@H]2C(=O)N(c4ccccc4)C(=O)[C@H]23)cc1	?	2%	-5%	15	0%	3	-18%	-4%
Cc1c(-c2ccc(Cl)cc2)c(=O)oc2c(CN3CCN(C)CC3)c(O)ccc12	2%	·	·	·	24%[9.22 µM]	-17	-9%	·
COc1ccc(C(=O)C[n+]2ccc(N)c(C)c2C)cc1	17%	2%	14%	25	-1%	-5	-24%	-4%
CCOC(=O)c1[nH]c2ccc(F)cc2c1NC(=O)CCN1CCSCC1	-2%	-3%	-6%	-26	9%	-19	2%	-10%
COc1ccc(CN(C)CC(=O)N(C)CC(=O)Nc2ccccc2Br)cc1F	1%	2%	6%	17	3%	1	-4%	0%
O=C1NC[C@H](Cc2ccccc2)N(C[C@@H]2CCCN2C[C@H](Cc2ccc(O)cc2)N2C[C@H](Cc3ccccc3)N(CC3CCCCCC3)C(=O)C2=O)C1=O	38%	3%	?	-5	5%	-16	-15%	5%
Cc1ccc(N(C(C)C(=O)Nc2c(C)n(C)n(-c3ccccc3)c2=O)S(C)(=O)=O)cc1C (stereo not given)	8%	10%	0%	10	-13%	4	-8%	2%
Nc1ccc(-c2nc3ccccc3[nH]2)cc1	-24%	4%	-4%	9	14%	2	-7%	-14%
CCCN1CCc2c(sc(NC(=O)c3ccc(S(=O)(=O)N(C)c4ccccc4)cc3)c2C(N)=O)C1	?	112µM*	0%	13	11%	2	-7%	22%

Continuation:
smiles	FUS suppressor	EPAC2 agonist	EPAC2 antagonist	DRD3 antagonist	TDP43 rescue	D3 ag	Abeta yeast res	aSyn rescue
Cn1c(SCC(=O)Nc2ccc3[nH]c(=O)[nH]c3c2)nnc1-c1ccccc1	·	3%	-18%	25	9%	4	-9%	2%
CCOC(=O)C1CCC(=O)N1Cc1c[nH]c2ccccc12 (stereo not given)	-6%	9%	10%	-24	5%	-9	-3%	-7%
CCCOc1ccc(CN(CCC#N)C(=S)NC(=O)c2ccccc2)cc1	5%	6%	-2%	-7	?	4	?	?
CCOC(=O)C1=C(C)NC(C)=C(C(=O)OCC)C1c1cc2ccc(C)cc2[nH]c1=O	10%	-5%	0%	7	3%	1	23%	9%
O=C(Cn1c(=S)nc2ccccn21)N1CCc2ccccc2C1	-3%	1%	2%	-3	-9%	1	9%	3%
OC(c1ccccc1)c1nccn1Cc1ccccc1 (stereo not given)	2%	-1%	7%	5	2%	2	11%	-3%
Cc1cc(NC(=O)c2ccc(S(=O)(=O)N3CCCC3)cc2)nc2c1c(=O)oc1ccccc12	0%	12%	4%	0	19%	4	8%	-3%
COc1cccc(C(=O)NCCC(=O)NCc2cc(=O)n(C)c(=O)n2C)c1	24%	2%	0%	-9	2%	5	-3%	0%
CC(C)(C)OC(=O)N1CCC(c2cc(=O)n3[nH]cc(C(=O)NC4CCCC4)c3n2)CC1	11%	-4%	?	-25	25%	1	1%	9%
Cc1cc(Cl)c(S(=O)(=O)N2CCCCCC2)cc1OCC(N)=O	-3%	-7%	10%	21	10%	0	21%	-8%
COc1ccccc1C(=O)COC(=O)Cn1c(C)csc1=O	15%	0%	4%	8	27%	0	-2%	6%
Cc1cccc(CSc2nnc(-c3ccco3)o2)c1	4%	14%	-13%	1	18µM*	2	-18%	-12%
COc1ccc(Nc2oc(/C=C/c3cc(OC)c(OC)c(OC)c3)nc2C#N)cc1	17%	·	·	·	20%	2	-1%	·
Cc1ccc(S(=O)(=O)N2CCN(C(=O)CCCOc3ccc(Cl)cc3C)CC2)cc1	43%	17%	7%	9	-1%	-3	0%	2%
COc1ccc(OC)c(CNC(=O)c2ccc(NC(=O)c3nsc4ccccc34)cc2)c1	34%	·	·	·	0%	7	2%	·

Entries of single compounds, quoted from the list. Order of values: FUS suppressor	EPAC2 agonist	EPAC2 antagonist	DRD3 antagonist	TDP43 rescue	D3 ag	Abeta yeast res	aSyn rescue
CCOC(=O)C1=C(C)NC(C)=C(C(=O)OCC)C1c1cc2ccc(C)cc2[nH]c1=O in the list: 10%	-5%	0%	7	3%	1	23%	9%
CCOC(=O)C1CCC(=O)N1Cc1c[nH]c2ccccc12 (stereo not given) in the list: -6%	9%	10%	-24	5%	-9	-3%	-7%

The list continues.
smiles	FUS suppressor	EPAC2 agonist	EPAC2 antagonist	DRD3 antagonist	TDP43 rescue	D3 ag	Abeta yeast res	aSyn rescue
O=C(C1CC1)N1CCc2cc(Br)cc(S(=O)(=O)NCc3ccco3)c21	15%	7%	-2%	?	-1%	-4	18%	-4%
c1ccc(-c2nc(-c3cccnc3)cs2)cc1	-22%	10%	-14%	28	15%	1	-5%	-9%
Cc1ccccc1OCC(=O)O/N=C(\N)c1ccncc1	1%	4%	-7%	0	16%	3	12%	10%
Cc1csc2nc(CSc3nc4ccccc4o3)c(Br)n12	21%	2%	6%	21	?	9	6%	12%
CCN(CC)CCNCC1C(=O)O[C@@H]2C[C@@]3(C)CCC[C@H](C)C3=C[C@H]12 (stereo not given in full)	13%	9%	0%	-10	6%	-29	3%	-7%
Nc1nc(SCC(=O)NCc2ccco2)[nH]c(=O)c1-c1ccccc1	3%	-2%	8%	7	0%	2	4%	0%
CC1CCC2(CC1)NC(=O)N(CC(=O)c1ccc3c(c1)OCO3)C2=O (stereo not given)	-8%	17%	-7%	-23	9%	4	10%	-3%
Cc1ccc(S(=O)(=O)N2CCC(=O)N([C@H](COCc3cccc(Cl)c3)Cc3ccccc3)CC2)cc1	36%	16%	-1%	17	9%	6	6%	8%
COc1cccc(/C=N/Nc2ccc([N+](=O)[O-])cc2)c1O	-1%	-15%	-3%	0	?	-11	3%	-10%
O=C(Cn1ncc2c1-c1ccccc1OC2)Nc1cccc(Cl)c1	2%	5%	2%	?	?	-6	-8%	3%
CC1CCCCN1S(=O)(=O)c1ccc([N+](=O)[O-])cc1 (stereo not given)	-20%	3%	-4%	1	6%	-4	-6%	-1%
CN(C(=O)c1ccncc1)c1nnc(-c2ccncc2)s1	1%	-5%	3%	-21	10%	3	35%	4%
Cc1ccc(C2/C(=C(\O)c3cnn(-c4ccccc4)c3C)C(=O)C(=O)N2CCN(C)C)o1 (stereo not given)	22%	3%	10%	11	6%	-1	3%	6%
COc1ccc(CN2CCC(n3nccc3NC(=O)c3cccc(F)c3)CC2)cc1O	·	6%	9%	-5	-16%	-15	-7%	-6%
Cn1cc(CCCC(=O)NCc2cccc(Br)c2)c2ccccc21	37%	·	·	·	?	3	?	·
CCCCN(C)CCCN1C(=O)C2C(C(=O)Nc3cccc(OC)c3)C3C=CC2(O3)C1C(=O)NC1CCCCC1C (stereo not given)	-11%	-2%	3%	-8	0%	-3	-9%	0%
COc1ccnc(Oc2ccc(Cl)cc2)c1C#N	3%	1%	-8%	3	5%	4	-3%	-1%
CN(C)CCn1c(=O)n(Cc2ccco2)c(=O)c2c3c(sc21)CCCCC3	2%	5%	-6%	-4	1%	2	8%	4%

Compounds above that have a Cl atom (seven):
smiles	FUS suppressor	EPAC2 agonist	EPAC2 antagonist	DRD3 antagonist	TDP43 rescue	D3 ag	Abeta yeast res	aSyn rescue
N#CC1(Nc2cccc(Cl)c2)CCCC1	-13%	8%	-5%	-9	-15%	-4	2%	-8%
Cc1c(-c2ccc(Cl)cc2)c(=O)oc2c(CN3CCN(C)CC3)c(O)ccc12	2%	·	·	·	24%[9.22 µM]	-17	-9%	·
Cc1cc(Cl)c(S(=O)(=O)N2CCCCCC2)cc1OCC(N)=O	-3%	-7%	10%	21	10%	0	21%	-8%
Cc1ccc(S(=O)(=O)N2CCN(C(=O)CCCOc3ccc(Cl)cc3C)CC2)cc1	43%	17%	7%	9	-1%	-3	0%	2%
Cc1ccc(S(=O)(=O)N2CCC(=O)N([C@H](COCc3cccc(Cl)c3)Cc3ccccc3)CC2)cc1	36%	16%	-1%	17	9%	6	6%	8%
O=C(Cn1ncc2c1-c1ccccc1OC2)Nc1cccc(Cl)c1	2%	5%	2%	?	?	-6	-8%	3%
COc1ccnc(Oc2ccc(Cl)cc2)c1C#N	3%	1%	-8%	3	5%	4	-3%	-1%

Only part of the results is shown, so the mix of outcomes need not match the whole.
